Compound activity as filed in PubChem BioAssay.
ARNT TACC3 PPI = ARNT/TACC3 interaction disruption. Q9Y6A5. AlphaScreen His-ARNT PAS-B/GST-TACC3 binding, luminescence; TACC3 fragment carries E629A point mutation. inhibition, % at 9.99 µM. hit rate 0.66% among 390,000. AID 623870;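 active = mean inhibition of replicates at least 50% and at least half of replicates each reaching 50%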;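 also: 0% = complete ARNT plus TACC3 wells and 100% = ARNT alone without TACC3; many hits fall short of the cut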
* marks the source's active call; other numbers are inactive results. An excerpt (hit frequency here may not be typical).

The opening 20 compounds (preview)
ARNT TACC3 PPI	Molecule
12	COCCn1nnnc1C(c1ccccc1)N1CCN(C)CC1 (stereo not drawn)
-3	Cc1cc(C(=O)OC(C)C(=O)Nc2cccc(S(=O)(=O)N3CCOCC3)c2)c(C)o1 (stereo not drawn)
0	CSc1nc2n(n1)C(c1cc(Br)ccc1F)C(C(=O)N(C)C)=C(C)N2 (stereo not drawn)
-2	CCOC(=O)NC(Nc1nnc(SCC)s1)(C(F)(F)F)C(F)(F)F
-4	Cc1ccc(OCc2nnc(SCC(=O)Nc3nccs3)n2-c2ccccc2)cc1C
0	O=C(Nc1cc(Cl)cc(Cl)c1)c1ccc(Cn2c(=O)[nH]c3ccsc3c2=O)cc1
4	CC(=O)Nc1ccc(N/C=C/C(=O)C(C)(C)C)cc1
-15	CCn1cc(Br)c(-c2nc3ccccc3c(=O)n2N)n1
5	CCN1CCc2nc(NC(=O)Cc3ccc4c(c3)OCCO4)sc2C1
-3	COc1ccccc1C(c1nnnn1C(C)(C)C)N1CCCc2ccccc21 (stereo not drawn)
-2	CCS(=O)(=O)N1CCC(C(=O)NCCCN2CCN(c3ccccc3F)CC2)CC1
4	CSc1ccccc1NC(=O)c1ccccc1N(C)S(C)(=O)=O
1	Cc1cc(C)n(-c2nc(C)nc3sc4c(c23)CCC(C)C4)n1 (stereo not drawn)
-3	Cc1cc(C)c(C#N)c(SCc2ccccc2C(=O)O)n1
-9	CN(C(=O)CSc1nnc(-c2ccncc2)n1C)C1CCS(=O)(=O)C1 (stereo not drawn)
22	CCc1ccc(CN(C(=O)c2cc3ccccc3oc2=O)C2CCS(=O)(=O)C2)cc1 (stereo not drawn)
-10	Cc1ccc(COc2ccsc2-c2n[nH]c(=S)n2C)cc1
-11	CCOc1ccccc1C1NC(=O)NC(C)=C1C(=O)OCc1ccco1 (stereo not drawn)
17	O=C(NCc1ccccn1)c1c(O)c2cccc3c2n(c1=O)CC3
-3	CC(C(=O)NCc1cccs1)n1cccc1 (stereo not drawn)

Main list, from the start:
ARNT TACC3 PPI	Molecule
12	COCCn1nnnc1C(c1ccccc1)N1CCN(C)CC1 (stereo not drawn)
-3	Cc1cc(C(=O)OC(C)C(=O)Nc2cccc(S(=O)(=O)N3CCOCC3)c2)c(C)o1 (stereo not drawn)
0	CSc1nc2n(n1)C(c1cc(Br)ccc1F)C(C(=O)N(C)C)=C(C)N2 (stereo not drawn)
-2	CCOC(=O)NC(Nc1nnc(SCC)s1)(C(F)(F)F)C(F)(F)F
-4	Cc1ccc(OCc2nnc(SCC(=O)Nc3nccs3)n2-c2ccccc2)cc1C
0	O=C(Nc1cc(Cl)cc(Cl)c1)c1ccc(Cn2c(=O)[nH]c3ccsc3c2=O)cc1
4	CC(=O)Nc1ccc(N/C=C/C(=O)C(C)(C)C)cc1
-15	CCn1cc(Br)c(-c2nc3ccccc3c(=O)n2N)n1
5	CCN1CCc2nc(NC(=O)Cc3ccc4c(c3)OCCO4)sc2C1
-3	COc1ccccc1C(c1nnnn1C(C)(C)C)N1CCCc2ccccc21 (stereo not drawn)
-2	CCS(=O)(=O)N1CCC(C(=O)NCCCN2CCN(c3ccccc3F)CC2)CC1
4	CSc1ccccc1NC(=O)c1ccccc1N(C)S(C)(=O)=O
1	Cc1cc(C)n(-c2nc(C)nc3sc4c(c23)CCC(C)C4)n1 (stereo not drawn)
-3	Cc1cc(C)c(C#N)c(SCc2ccccc2C(=O)O)n1
-9	CN(C(=O)CSc1nnc(-c2ccncc2)n1C)C1CCS(=O)(=O)C1 (stereo not drawn)
22	CCc1ccc(CN(C(=O)c2cc3ccccc3oc2=O)C2CCS(=O)(=O)C2)cc1 (stereo not drawn)
-10	Cc1ccc(COc2ccsc2-c2n[nH]c(=S)n2C)cc1
-11	CCOc1ccccc1C1NC(=O)NC(C)=C1C(=O)OCc1ccco1 (stereo not drawn)
17	O=C(NCc1ccccn1)c1c(O)c2cccc3c2n(c1=O)CC3
-3	CC(C(=O)NCc1cccs1)n1cccc1 (stereo not drawn)
0	Cc1nn(-c2nc3ccccc3n2Cc2ccccc2)c2c1C(=O)CC(C)(C)C2
-7	Cc1cccc2c(C(=O)O)c3c(nc12)CCCCC3
-4	CCc1nnc(NC(=O)NCN2C(=O)C3C4C=CC(C4)C3C2=O)s1 (stereo not drawn)
-4	CCn1cc(C(=O)NCCCN2CC(C)CC(C)C2)c2cc(OC)c(OC)cc2c1=O (stereo not drawn)
16	COc1ccc(C(c2nnnn2C2CCCCC2)N2CCN(c3ccc(OC)cc3)CC2)cc1 (stereo not drawn)
-8	COc1ccc(OC)c(NC(=O)C2CCN(c3cc(-c4ccccc4)nc4ncnn34)CC2)c1
0	CC(C)Cn1c(CCC(=O)O)ccc1-c1cccs1
-6	CCOc1ccc(C)cc1-n1nc2ccccc2n1
1	COc1ccc2cc(C(=O)Nc3ccc(F)cc3)sc(=O)c2c1OC
-2	Cc1ccc(S(=O)(=O)c2nnn3c2nc(NC2CCN(Cc4ccccc4)CC2)c2ccccc23)cc1C
2	C=CCN1C(=O)C(Cc2ccc(F)cc2)S/C1=N/N=C/c1cccs1 (stereo not drawn)
0	Cc1nn(-c2nc(-c3ccco3)cc(C(F)(F)F)n2)c(C)c1Br
-2	CCN(C(=O)COc1cc(=O)n(CC)c2ccccc12)c1cccc(Cl)c1
-1	CCOc1ccc(N(CC)S(=O)(=O)c2ccc3c(c2)oc(=O)n3C)cc1
-9	COCCn1nnnc1C(c1ccc(O)c(OC)c1)N1CCc2ccccc2C1 (stereo not drawn)
-3	CCC(C)c1ccccc1NC(=O)COC(=O)c1ccc(C)c(NC(=O)c2ccco2)c1 (stereo not drawn)
-3	Cc1cc(C)c2c(CC(=O)N(CCC#N)Cc3cccnc3)coc2c1
-1	Cc1ccc(-c2cccc(NC(=O)C3C(C(=O)O)[C@@H]4C=C[C@H]3C4)c2)o1 (stereo partly drawn)
1	CCN(CC(=O)Nc1ccccc1OC)C(=O)Cn1cnc2ccccc2c1=O
-3	COc1ccc(OC)c(S(=O)(=O)N(C)CC(=O)Nc2ccc3c(c2)OCCO3)c1
1	COc1cccc(C(=O)Nc2ccccc2N2CCCC2)c1
-8	COc1ccc(/C=C/C(=O)N(C(C)C)C(C)C)cc1Br
-8	C=CCNc1nc(-c2ccccc2)c(C(=O)OCC)cc1C#N
-5	CN1C(=O)OC(C)(C)C1=O
-5	c1cnc(SCCOc2ccc3c(c2)CCC3)nc1
6	COc1ccccc1NC(=O)N(Cc1ccco1)Cc1cc2cccc(C)c2[nH]c1=O
-9	Cc1cc(F)c(F)c(C(=O)N2CCOCC2)c1
6	COc1ccc(CCNC(=O)C2CC(=O)N(C3CCCC3)C2)cc1OC (stereo not drawn)
-4	O=C(OCc1ccccc1)c1cn(-c2ccccc2)nc1-c1ccncc1
0	CC(=O)C1C(=O)CC(C)(O)C(C(C)=O)C1c1ccc(N(C)C)cc1 (stereo not drawn)
-6	CN1CCN(C(=O)CN(c2cccc(Cl)c2)S(=O)(=O)c2ccccc2)CC1
18	CC(=O)c1c(C)[nH]c(C(=O)NCc2cccs2)c1C
-1	CCc1cc(C(=O)O)c(NC(=O)C(c2ccccc2)c2ccccc2)s1
-7	Cc1ccc(CN(c2ccc(C(=O)N3CCOCC3)cc2)S(C)(=O)=O)cc1
60*	COc1ccc(NC(=O)CSc2c(C)nn(-c3nnc(C)c(=O)[nH]3)c2C)cc1
2	Cc1onc(-c2ccccc2)c1C(=O)Nc1nc(-c2ccccc2)cs1
-4	CCCn1c(SCC(=O)N2CCc3ccccc32)nnc1-c1ccco1
-17	Cc1cc(=O)[nH]c(SCc2cccc(F)c2)n1
1	COc1cc(-c2nc(S(=O)(=O)c3ccc(Cl)cc3)c(N(C)C)o2)cc(OC)c1OC
0	CCCCCOC(=O)NCCOC(=O)Nc1ccc(C(=O)OCC)cc1

Following part.
ARNT TACC3 PPI	Molecule
2	COC(=O)c1cc(C(=O)OC)cc(N2C(=O)CC(N3CCN(c4ccccc4)CC3)C2=O)c1 (stereo not drawn)
-2	O=C(N/C=N/O)C1=NOC(CNc2ncc(C(F)(F)F)cc2Cl)C1 (stereo not drawn)
24	Cc1c(N2C(=O)c3ccc4c5c(ccc(c35)C2=O)CC4)c(=O)n(-c2ccccc2)n1C
-32	Cc1oc2c(c(=O)c1C)C(=O)CC(c1ccccc1)C2 (stereo not drawn)
3	CCCCS(=O)(=O)N1C2=NC(C(=O)OC)=C(C(=O)OC)[C@@H]3N(C)c4ccc(OC)cc4[C@]23C[C@H]1C(=O)OC
-4	CCCc1[nH]nc2c1C(c1ccc(O)c(OC)c1)C(C#N)=C(N)O2 (stereo not drawn)
2	COc1ccccc1NC(=S)NCc1ccco1
-2	CCOC(=O)C1CCN(C(=O)C2CCN(C(=O)c3ccc([N+](=O)[O-])cc3)CC2)CC1
4	CCS(=O)(=O)N1CCCC(C(=O)NCCN2CCC(Cc3ccccc3)CC2)C1 (stereo not drawn)
-1	O=C(Oc1ccc(-c2cnc3ccccc3n2)cc1)c1cc([N+](=O)[O-])ccc1Cl
4	Cc1nc(CSc2ccc(Cl)cc2)cc(N2CCOCC2)n1
20	O=[N+]([O-])c1c(NCCO)cc(Sc2nc3ccccc3s2)c2nonc12
-6	COc1ccc(N2CC(C(=O)Nc3ccc(F)cc3F)CC2=O)cc1 (stereo not drawn)
9	COc1ccc(COn2c(=O)c(C)[n+]([O-])c3ccccc32)cc1OC
-1	COC(=O)c1cc2ccccc2oc1=O
-6	O=C(O)c1cc(-c2ccc(/C=N/Nc3ccc(Cl)cc3)o2)ccc1Cl
-1	CCOC(=O)c1ccc(NC(=O)CCNc2c(N3CCCC3)c(=O)c2=O)cc1
-5	N#CCCN(CCC#N)c1nncs1
-33	Cc1ccccc1NC(=O)C1C2CCC(O2)C1C(=O)O (stereo not drawn)
4	Cc1ccc(S(=O)(=O)c2c(COC(=O)c3ccccc3Cl)c(-c3ccccc3)nn2C)cc1
-5	CCCCCn1c(SCCN2CCOCC2)nc2c1c(=O)[nH]c(=O)n2C
-6	Cc1cn(C2CC3OCC3O2)c(=O)[nH]c1=O (stereo not drawn)
0	C/C(CC(=O)Nc1ccccc1[N+](=O)[O-])=N\NC(=O)COc1ccccc1C
0	O=S(=O)(c1ccccc1)c1nc(-c2cccs2)oc1NCC1CCCO1 (stereo not drawn)
0	Nc1ccccc1-c1nnc(SCc2ccccc2F)[nH]c1=O
-2	CCC(C)n1c(=O)c(C(=O)Nc2ccccc2S(N)(=O)=O)c(O)c2ccccc21 (stereo not drawn)
-2	COc1ccc(-c2nnc(SCC(=O)NC(C)c3ccccc3)o2)cc1OC (stereo not drawn)
-13	CCOC(=O)c1cnc2cc(-c3ccc(C)cc3)nn2c1-c1ccccc1
-8	COc1cccc(-n2ccnc2SCC(=O)Nc2nccs2)c1
-8	CCOc1ccccc1C(=O)n1nc(C)cc1C
-2	Cc1cc(C)cc(CC(Cc2nc3ccccc3[nH]2)c2nc3ccccc3[nH]2)c1 (stereo not drawn)
3	CC1=C(C#N)C(c2cccnc2)C2=C(CC(C)(C)CC2=O)N1 (stereo not drawn)
24	Cc1cc(O)ccc1-c1cnc2ccccc2n1
6	CCOc1cc(N2CCOCC2)c(OCC)cc1NC(=O)Cc1cn2ccsc2n1
-10	CCOC(=O)C(O)(CCC(O)(C(=O)OCC)C(=O)OCC)C(=O)OCC
-1	Cc1ccc(/C(O)=C2\C(=O)C(=O)N(CC(C)O)C2c2ccc(N(C)C)cc2)cc1 (stereo not drawn)
2	CCOC(=O)c1sc(NC(=O)CCSC)nc1C
3	CSc1ccccc1NC(=O)c1c(C)noc1C
0	c1ccc2nc(N3CCOCC3)c(N3CCOCC3)nc2c1
0	ONC(=Nc1ccc(Cl)cc1)c1ccc(Cl)cc1
-2	O=C(CCCC(=O)N(CC(=O)NC1CCCCC1)Cc1ccccc1)Nc1ccccn1
-13	COC(=O)c1c(N)sc(C(=O)N2CCOCC2)c1C
-1	CCCCCc1ccc(CC(=O)O)cc1
-9	CCCCn1c(CN(C)Cc2ccccc2)nc2c1c(=O)n(C)c(=O)n2C
3	O=C1c2ccc(Oc3ccc4c(c3)C(=O)N(CCCO)C4=O)cc2C(=O)N1CCCO
-6	Cc1cc(=O)oc(C)c1C(=O)NCc1ccc(F)cc1
-3	O=C(NCCc1ccccn1)c1cccc(S(=O)(=O)N2CCCCCC2)c1
-4	CCOC(=O)C1CCN(S(=O)(=O)c2cnc[nH]2)CC1
-61	COc1ccc2c(=O)c3c(=O)n(Cc4ccco4)c(-c4ccc(C)cc4)nc3oc2c1
-7	Cc1ccc2cc(COC(=O)C3CCCO3)c(=O)[nH]c2c1 (stereo not drawn)
1	O=C(N1CCOCC1)N1CCN(c2nc(-c3ccccc3)cs2)CC1
5	O=C(Nc1cccc(-c2nc3ncccc3o2)c1)c1sc2ccccc2c1Cl
-1	Cc1nnsc1Sc1cccc(C(F)(F)F)c1
4	CCCCCC(=O)N/N=C(\C)c1ccccn1
-2	COC(=O)[C@H](CCSC)NC(=O)Nc1ccc(C(C)=O)cc1
20	CCn1c(Cc2ccc(OC)cc2)nnc1SCC(=O)NC1CCCCC1
-2	COc1ccc(C2N(C(=O)CN3CCOCC3)CCN2S(=O)(=O)c2ccccc2)cc1 (stereo not drawn)
-2	O=C(N1CCCCC1)N1CCN(C(c2ccccc2)c2ccccc2)CC1
4	COC(=O)C(CCSC)NC(=O)c1cccc([N+](=O)[O-])c1 (stereo not drawn)
-6	CC(C)(C)n1ncc2c(=O)n(CC(=O)NCc3ccccc3Cl)cnc21

The list continues.
ARNT TACC3 PPI	Molecule
1	Cc1onc(-c2c(Cl)cccc2Cl)c1C(=O)NCCCN1CCOCC1
0	CCC1CCCCN1CCCNC(=O)C1CCC(=O)N1Cc1ccc(C)cc1 (stereo not drawn)
-1	Cc1ccc(NC(=O)CCN2CCN(C/C=C/c3ccccc3)CC2)cc1
4	CC(C)CNS(=O)(=O)c1cc(C(=O)N2CCOCC2)c(Cl)cc1Cl
-2	COc1ccc(S(=O)(=O)n2nc(OC(=O)C3CCCCC3)cc2N)cc1

Ordered by value in ARNT TACC3 PPI (rising): 3 from the list above
ARNT TACC3 PPI	Molecule
-2	COc1ccc(S(=O)(=O)n2nc(OC(=O)C3CCCCC3)cc2N)cc1
-1	Cc1ccc(NC(=O)CCN2CCN(C/C=C/c3ccccc3)CC2)cc1
4	CC(C)CNS(=O)(=O)c1cc(C(=O)N2CCOCC2)c(Cl)cc1Cl
